SRC2 TRFRET art: flags TR-FRET format artefacts in PPARgamma SRC-2 recruitment agonist screen | AID 1049 | TR-FRET artefact counter-screen; active compounds read high | 200,000 compounds, 0.4% hits | TR-FRET ratio at 8 µM; in the data active means TR-FRET ratio above about 2000; further: inactives centre near 1500
PPARg SRC2 recr: agonists of SRC-2 recruitment by human PPARgamma; activation, % at 8 µM; PPARgamma LBD-SRC-2 recruitment, biochemical; P37231; 200,000 compounds, 0.34% hits; in the data active means activation above about 22%;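 further: 0% = vehicle and 100% = reference agonist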
Target sequence (P37231 whole entry, looked up, the tested form may be a part): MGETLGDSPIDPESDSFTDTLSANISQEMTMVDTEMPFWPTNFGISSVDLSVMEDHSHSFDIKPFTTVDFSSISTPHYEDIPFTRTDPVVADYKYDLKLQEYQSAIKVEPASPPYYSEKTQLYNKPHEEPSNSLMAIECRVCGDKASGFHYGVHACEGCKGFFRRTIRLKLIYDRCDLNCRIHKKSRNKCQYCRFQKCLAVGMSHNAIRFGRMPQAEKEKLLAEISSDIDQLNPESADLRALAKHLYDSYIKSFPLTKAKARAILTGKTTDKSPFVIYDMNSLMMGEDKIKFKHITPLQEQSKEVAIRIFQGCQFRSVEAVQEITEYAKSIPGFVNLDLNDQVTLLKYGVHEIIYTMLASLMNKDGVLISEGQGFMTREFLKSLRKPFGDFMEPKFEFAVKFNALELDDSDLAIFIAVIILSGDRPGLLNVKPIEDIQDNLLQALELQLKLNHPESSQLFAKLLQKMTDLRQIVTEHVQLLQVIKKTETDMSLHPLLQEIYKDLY
bIAP activator: intestinal alkaline phosphatase (bovine) activation. purified bovine IAP, CDP-star luminescence, 30 min; active compounds read high; fold of DMSO-control signal, blank-subtracted. activation factor at 20 µM. 200,000 compounds, 0.17% hits;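 active means activation factor of 2 or more at 20 µM, a signal rise over negative controls twice the positive control's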
TNAP act hi DEA: increases human TNAP activity under high phosphate acceptor concentration. activation factor at 20 µM. 200,000 tested, under 10 active. AID 1136. purified TNAP, CDP-star luminescence, 1 M DEA, 30 min; active compounds read high; 0 = EDTA background, 1 = DMSO-only activity. P05186;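 active means activation factor at least 2 at 20 µM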
Target sequence (P05186 whole entry, looked up): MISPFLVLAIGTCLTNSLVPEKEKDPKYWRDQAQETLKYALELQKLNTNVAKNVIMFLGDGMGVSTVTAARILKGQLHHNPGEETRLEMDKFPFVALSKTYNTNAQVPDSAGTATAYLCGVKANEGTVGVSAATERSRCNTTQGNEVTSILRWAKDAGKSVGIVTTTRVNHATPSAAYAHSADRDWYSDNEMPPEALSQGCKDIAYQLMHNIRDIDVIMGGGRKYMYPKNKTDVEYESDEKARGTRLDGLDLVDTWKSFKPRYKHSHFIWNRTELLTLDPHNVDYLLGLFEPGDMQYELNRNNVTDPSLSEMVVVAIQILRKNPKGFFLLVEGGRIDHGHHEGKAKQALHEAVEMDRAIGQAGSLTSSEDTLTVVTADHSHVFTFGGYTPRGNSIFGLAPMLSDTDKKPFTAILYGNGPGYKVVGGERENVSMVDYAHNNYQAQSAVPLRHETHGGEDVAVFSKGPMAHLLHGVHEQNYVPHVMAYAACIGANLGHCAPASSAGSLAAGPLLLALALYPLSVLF
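Test system – human TNAP · Doses – 20 µM single point · Incubation – 30 min, room temperature · Signal – luminescent substrate turnover signal · Read-out basis – activation factor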
HMGR II inh: blocks class II HMG-CoA reductase of Enterococcus faecalis | purified E. faecalis HMGR, NADPH absorbance 340 nm kinetic | inhibition, % at 10 µM | 190,000 compounds, 0.41% hits | AID 1066;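 active means inhibition above a set limit, the median over all tested compounds plus 3 SD, cut at about 9.5% in these data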;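 further: enzyme runs in reverse so mevalonate oxidation gives rising NADPH absorbance; 0% = complete reaction with DMSO and 100% = background rate lacking mevalonate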
bIAP inhibitor: intestinal alkaline phosphatase (bovine) inhibition; 190,000 tested, under 10 active; inhibition, % at 20 µM; purified bovine IAP, CDP-star luminescence, 30 min;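 active means over 50% inhibition of intestinal alkaline phosphatase at 20 µM in the single-dose screen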
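test system = bovine IAP enzyme | medium = DEA buffer 100 mM, pH 9.8, with MgCl2 1.0 mM, ZnCl2 0.02 mM | detection = luminescence | dosing = single compound dose of 20 µM, 2% DMSO final | incubation = 30 min reaction at room temperature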
TNAP inh noacc: blocks human TNAP activity with no phosphate acceptor present; inhibition, % at 20 µM; purified TNAP, CDP-star luminescence, 30 min; P05186; 200,000 compounds, 0.26% hits;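 active means tissue-nonspecific alkaline phosphatase inhibition above about 50% at 20 µM in the single-dose screen, limit read from the data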;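 further: 0% = DMSO negative control and 100% = EDTA positive control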
TNAP inh hiacc: inhibitors of human TNAP at high phosphate acceptor concentration. purified TNAP, CDP-star luminescence, 1 M DEA. inhibition, % at 20 µM. 200,000 compounds, 0.03% hits;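 active means over 50% inhibition of tissue-nonspecific alkaline phosphatase at 20 µM in the single-dose screen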;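 further: plate controls were DMSO wells for no effect and EDTA-quenched wells as full inhibition for full effect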
PPARg SRC-3 ag: PPARgamma-driven SRC-3 recruitment agonism; 200,000 compounds, 0.26% hits; biochemical PPARgamma/SRC-3 coactivator recruitment assay; AID 731; activation, % at 8 µM; in the data active means activation above about 23%;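 further: 0% = DMSO and 100% = reference agonist; some compounds past the cut are filed as inactive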
PPARg SRC1 recr: agonists of human PPARgamma SRC-1 coactivator recruitment. P37231. PPARgamma-SRC-1 coactivator recruitment biochemical assay. activation, % at 8 µM. 200,000 compounds, 0.41% hits. AID 631; in the data active means activation above about 19%;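 further: 0% = DMSO and 100% = reference agonist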
Active calls of the source: *; . = no result given.

SMILES	SRC2 TRFRET art	PPARg SRC2 recr	bIAP activator	TNAP act hi DEA	HMGR II inh	bIAP inhibitor	TNAP inh noacc	TNAP inh hiacc	PPARg SRC-3 ag	PPARg SRC1 recr
CN(C)c1ccc(C2NCC(CCl)O2)cc1 (stereo not given)	1598	6	1	1	-4	-2	-12	4	14	9
CCOC(=O)Nc1ccc2c(COC(=O)CNS(=O)(=O)c3cccc(Br)c3)cc(=O)oc2c1	1420	0	0.9	1	0	11	0	-3	-5	-7
COC(=O)C1=CN(C)C=C(C(=O)OC)C1c1ccccc1Cl	1314	0	1	1.1	-4	-2	-36	-7	2	2
CCN(CC)S(=O)(=O)c1ccc(Nc2nc3ccccc3n3nnnc23)cc1	1607	-2	1	1	-2	4	0	1	-4	-10
N#CC1=C(SCC(=O)NC2CCCCC2)NC(=O)CC1c1ccco1 (stereo not given)	1701	2	1	1	4	2	-4	0	4	3
CN(C(=O)CSc1nnc(-c2n[nH]c3ccccc23)o1)c1ccccc1	1584	-1	1	1	-2	0	3	2	1	6
CC(C)NS(=O)(=O)c1ccc(NC(=S)NC(=O)c2cccc([N+](=O)[O-])c2)cc1	1547	-5	1.4	1	-3	-45	44	-2	2	2
Cc1ccc(NC(=O)CC2C(=O)N(Cc3ccccc3)C(=S)N2NC(=O)c2ccccc2)c(C)c1 (stereo not given)	1483	4	0.3	1	-1	.	-20	2	-3	2
Cc1ccccc1NC(=O)CC1SCCNC1=O (stereo not given)	1512	1	1	1.1	3	3	-2	-9	-1	-4
O=C(c1ccc(N2C(=O)CCC2=O)cc1)N1CCN(c2ccccc2)CC1	1642	7	1	1	-3	-2	-1	0	-6	8
CC(=O)N1N=C(c2ccccc2)OC12CCCC2	1575	-5	1.1	1	-2	-7	-10	-5	0	-1
Cc1ccc(NC(=O)N2CCC(c3nc4c(nnn4Cc4cccc(Cl)c4)c(=O)[nH]3)CC2)cc1	1530	10	1	1	-2	-4	-10	-4	14	0
c1ccc2c(c1)CNc1ccccc1C2	1580	5	0.9	1.1	-1	8	-15	-5	-13	-2
COc1ccccc1/C=C/C(=O)Nc1ccc2c(c1)CCC2	1626	6	0.8	1	2	17	-4	-1	5	-1
CC(C(=O)Nc1ccc(C#N)cc1)N(C)CC(=O)Nc1ccccc1Br (stereo not given)	1746	13	1.1	1.1	-8	-6	-4	-7	5	10
COc1ccc(-c2nsc3c(N4CCCCC4C)ncnc23)cc1 (stereo not given)	1587	-3	1.2	1	-5	-17	-5	-2	0	0
C=CCNc1nc(N2CCOCC2)nc(N2CCOCC2)n1	1677	13	0.9	1	-2	9	-8	-4	-4	4
Cn1c(COc2ccccc2)nnc1SCC(=O)c1cccc([N+](=O)[O-])c1	1521	2	1	1.1	-6	-1	-10	-6	-1	9
Cc1nn(C)c(Cl)c1/C=N/OC(=O)c1ccccc1	1543	2	1	1	4	2	1	2	4	6
CS(=O)(=O)NCCCCNc1ccc(C(F)(F)F)cc1[N+](=O)[O-]	1560	4	0.8	0.9	0	24	7	11	0	-1
CCOc1ccc(-c2c(=O)n(OCc3ccccn3)c3ccccc3[n+]2[O-])cc1	1607	12	1	1	-5	-4	-3	0	15	6
O=C(Nc1ccc2c(c1)OCCO2)C1CCN(C(=O)c2ccccc2)CC1	1595	5	1	1.1	1	-3	-8	-5	9	3
Cc1cc(/C=C(\C#N)C(=O)O)c(C)n1CC(C)C	1508	0	1	1	-13	-4	-10	2	1	0
CC1(C2(O)CC(c3ccccc3)ON2)CCCCC1 (stereo not given)	1506	-6	1	1	-3	4	-8	-4	1	-2
CN(C)S(=O)(=O)c1ccc(NC(=O)CN2CCC(Cc3ccccc3)CC2)cc1	1583	-5	1.1	1.1	2	-8	-10	-8	-1	1
Cc1ccc(Cl)cc1N1CCN(C(c2ccc(C#N)cc2)c2nnnn2C2CCCC2)CC1 (stereo not given)	1559	1	1	1.1	5	0	-8	-9	0	0
COc1ccc([N+](=O)[O-])cc1N(CC(=O)NCCSc1ccccc1)S(C)(=O)=O	1606	-6	0.9	1.1	-2	13	-11	-8	-2	-6
CC(=O)C(Sc1ccc2nnc(-c3ccc(F)cc3)n2n1)C(C)=O	1324	-4	1	1	-4	-1	-17	-5	3	2
Cc1n[nH]c(=O)nc1NCc1ccccc1Cl	1534	3	1.1	1	-1	-7	-6	3	3	5
CCOC(=O)c1sc2nc(C)cc(C)c2c1NC(=O)c1ccco1	1587	4	1	1	-7	2	-10	-4	3	-4
CCc1ccc(NC(=O)C(=O)N/N=C(\C)CC(=O)Nc2ccc(OC)cc2)cc1	1725	0	1.1	1	-1	-15	-26	0	0	-6
CC12CCC(C(=O)N(c3ccc(Cl)cc3)C1=O)C2(C)C (stereo not given)	1492	10	1	1	-4	4	-13	1	0	4
COCCNC(=O)C(c1ccccc1F)N(C(=O)C(=O)NC1CCCC1)C1CCCCC1 (stereo not given)	1394	-5	1	1	1	-1	-5	0	5	1
O=C(CN1CCOCC1)Nc1ccc(Oc2ccccc2)cc1	1712	16	1	1	2	2	-8	-3	6	4
O=S(=O)(c1ccccc1C(F)(F)F)N1CCN(S(=O)(=O)c2ccccc2C(F)(F)F)CC1	1581	3	0.8	1	-1	20	-13	-5	8	0
NS(=O)(=O)c1ccc(NC(=S)N2CCN(c3ccccc3)CC2)cc1	1679	6	1.1	1	-8	-14	-23	-3	4	3
O=C(Nc1nc(-c2ccccc2)cs1)c1ccc(S(=O)(=O)N2CCc3ccccc32)cc1	1584	21	1.1	1	-10	-11	-3	3	2	6
Cc1c(Cc2ccc3c(c2)OCO3)sc(NC(=O)c2ccc3ccccc3c2)c1C(N)=O	1557	-5	0.9	1	4	12	-10	1	1	3
NC(=O)C1(N2CCCCC2)CCN(C(=O)c2cccn3c(=O)c4cc(Cl)ccc4nc23)CC1	1467	-1	1.1	1	-2	-12	-9	-3	3	3
S=C(N/N=C/c1ccc2ncccc2c1)Nc1ccccc1	1688	-10	1.1	1	6	-7	-27	-4	0	0
S=C(Nc1ccc(Nc2ccccc2)cc1)N1CCN(c2ncccn2)CC1	1581	8	0.9	1	0	14	-6	-5	6	7
Cc1c(N=C(N)/N=C(\N)Nc2ccccc2)c(=O)n(-c2ccccc2)n1C	1472	1	1	1	-2	5	-27	1	3	-3
Cc1ccc(S(=O)(=O)N2CCN(Cc3nc4sc(C)c(C)c4c(=O)[nH]3)CC2)cc1	1373	2	1.1	1.1	-4	-6	-6	-11	6	3
CC1=CC=CC2=NC(=O)CC(C)(C(=O)N(CC(=O)NC3CCCC3)c3ccccc3C)N12 (stereo not given)	1491	-5	0.9	1	-2	8	-7	-3	-4	-3
COc1ccccc1N1CCN(CC(=O)NCCc2ccc(S(N)(=O)=O)cc2)CC1	1273	-9	1	1	-2	-1	-2	2	4	-9

Arranged by molar mass (low to high): part of the list above
SMILES	SRC2 TRFRET art	PPARg SRC2 recr	bIAP activator	TNAP act hi DEA	HMGR II inh	bIAP inhibitor	TNAP inh noacc	TNAP inh hiacc	PPARg SRC-3 ag	PPARg SRC1 recr
Cc1ccccc1NC(=O)CC1SCCNC1=O (stereo not given)	1512	1	1	1.1	3	3	-2	-9	-1	-4
CC12CCC(C(=O)N(c3ccc(Cl)cc3)C1=O)C2(C)C (stereo not given)	1492	10	1	1	-4	4	-13	1	0	4
COc1ccccc1/C=C/C(=O)Nc1ccc2c(c1)CCC2	1626	6	0.8	1	2	17	-4	-1	5	-1
CC(=O)C(Sc1ccc2nnc(-c3ccc(F)cc3)n2n1)C(C)=O	1324	-4	1	1	-4	-1	-17	-5	3	2
Cc1c(N=C(N)/N=C(\N)Nc2ccccc2)c(=O)n(-c2ccccc2)n1C	1472	1	1	1	-2	5	-27	1	3	-3
NS(=O)(=O)c1ccc(NC(=S)N2CCN(c3ccccc3)CC2)cc1	1679	6	1.1	1	-8	-14	-23	-3	4	3
CCOc1ccc(-c2c(=O)n(OCc3ccccn3)c3ccccc3[n+]2[O-])cc1	1607	12	1	1	-5	-4	-3	0	15	6
CCc1ccc(NC(=O)C(=O)N/N=C(\C)CC(=O)Nc2ccc(OC)cc2)cc1	1725	0	1.1	1	-1	-15	-26	0	0	-6
CCN(CC)S(=O)(=O)c1ccc(Nc2nc3ccccc3n3nnnc23)cc1	1607	-2	1	1	-2	4	0	1	-4	-10
CC1=CC=CC2=NC(=O)CC(C)(C(=O)N(CC(=O)NC3CCCC3)c3ccccc3C)N12 (stereo not given)	1491	-5	0.9	1	-2	8	-7	-3	-4	-3
Cc1ccc(NC(=O)N2CCC(c3nc4c(nnn4Cc4cccc(Cl)c4)c(=O)[nH]3)CC2)cc1	1530	10	1	1	-2	-4	-10	-4	14	0
Cc1ccc(NC(=O)CC2C(=O)N(Cc3ccccc3)C(=S)N2NC(=O)c2ccccc2)c(C)c1 (stereo not given)	1483	4	0.3	1	-1	.	-20	2	-3	2

(listing goes on)
SMILES	SRC2 TRFRET art	PPARg SRC2 recr	bIAP activator	TNAP act hi DEA	HMGR II inh	bIAP inhibitor	TNAP inh noacc	TNAP inh hiacc	PPARg SRC-3 ag	PPARg SRC1 recr
Cc1ccccc1C(=O)c1cccn1CC(=O)NCC1CCCO1 (stereo not given)	1502	-5	1	1	-1	1	-9	-5	3	1
N=c1ncn(CC(O)CO)c2nc(N3CCOCC3)[nH]c12 (stereo not given)	1232	-8	0.9	1	-13	7	-28	2	-11	2
Cc1ccc(S(=O)(=O)N2CCN(CC(O)c3ccccc3)CC2)cc1C (stereo not given)	1723	8	1.1	1.1	-9	-5	-2	-5	1	0
CN1CCN(c2oc(-c3ccco3)nc2S(=O)(=O)c2ccccc2)CC1	1749	9	1	1	-11	-4	-7	-4	2	6
C1=C(CCNc2ncnc3nc[nH]c23)CCCC1	1744	1	1.2	1	-9	-24	-97	-3	5	6
O=C(c1cc2c(s1)CCCC2)N1CCN(S(=O)(=O)c2ccccc2C(F)(F)F)CC1	1541	-6	0.6	1	-5	44	-13	-4	-3	-1
C/C(N)=C(/C#N)C(=O)COC(=O)c1cc(C)n(-c2ccc(F)cc2)c1C	1488	-2	1.1	1	3	-9	-7	-2	-7	-6
CCOc1ccc(N2CC(C(=O)NCc3cccc(C)c3)CC2=O)cc1 (stereo not given)	1511	1	1	1	-5	-4	-1	-5	-1	-5
Fc1cccc(-c2cc3nc4c(c(NCc5ccco5)n3n2)CCCC4)c1	1570	-3	1	1	-5	4	-2	0	7	-6
O=c1cc(CSc2nc3cc(Cl)ccc3o2)nc2sccn12	1450	-7	1	0.9	-10	2	6	9	-10	7
CCN(CC(=O)NCc1ccc(F)cc1)Cc1nc2ccccc2c(=O)[nH]1	1678	11	2*	1	.	-100	-38	-4	12	0
Cn1c(SCC(=O)NCc2cccs2)nnc1-c1ccc(S(=O)(=O)N2CCCC2)cc1	1427	7	1	1	4	2	-6	-1	-1	-6
